# Exocytosis inh – lytic granule exocytosis inhibition; 360,000 compounds, 0.66% hits; inhibition, % at 10 µM; TALL-104 LAMP-1 surface exposure, flow cytometry; cells stimulated with thapsigargin and PMA; AID 651702;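 active = inhibition above about 55%, limit read from the data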
# MC4R ag barr – agonists of human melanocortin 4 receptor (MC4R) beta-arrestin; U2OS MC4R beta-arrestin complementation, luminescence; percent of melanotan II response, DMSO zero; activation, % at 8.9 µM; 360,000 compounds, 0.98% hits; P32245;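 active = activation above a per-plate cutoff, the mean activation of sample wells on that plate plus 3 SD, cut at about 8% in these data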
# ABCB6 inh 2 – human ABCB6 transporter inhibition. fluorescence ratio to DMSO, % at 10 µM. 360,000 compounds, 0.19% hits. Q9NP58. AID 602162. K562-ABCB6 porphyrin accumulation, flow cytometry, 1 h; stronger effect = lower value;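 active = fluorescence ratio to DMSO below 75%, the collection mean minus 3 SD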;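 note: signal is porphyrin accumulated inside mitochondria; 100% equals median channel fluorescence of DMSO control wells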
# N-glyco inh – N-linked glycosylation inhibition; 360,000 compounds, 0.23% hits; D54 ERlucT glycosylation luciferase reporter, 24 h; percent of 100 nM tunicamycin response; reporter increase, % at 12.5 µM;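 active = mean luciferase reporter signal, scaled so untreated is 0 and the glycosylation-blocking control 100, at or above a set limit in every replicate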;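 note: luciferase carries N-glycosylation sites so blocking glycosylation raises the light; 0% = median of neutral control wells and 100% = median of 100 nM tunicamycin wells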
# PDI inh – blocks human protein disulfide isomerase activity; P07237; PDI insulin aggregation turbidity, A650, 90 min; inhibition, % at 10 µM; 350,000 compounds, 0.052% hits;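 active = mean inhibition across replicates of 30% or more, whatever share of single replicates reach that level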;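 note: absorbance from insulin aggregation driven by PDI reduction with DTT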
# ABHD5 PLIN5 PPI – inhibitors of human ABHD5-perilipin-5 interaction; Q00G26+Q8WTS1; Split G. princeps luciferase complementation, luminescence, 4 h; inhibition, % at 4 µM; 360,000 compounds, 0.78% hits; AID 602281;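 active = inhibition above the mean inhibition across every tested compound plus 3 SD, cut at about 22% in these data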;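 note: 0% = DMSO only wells and the 100% control is not disclosed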
# Target sequence (Q00G26 whole entry, looked up): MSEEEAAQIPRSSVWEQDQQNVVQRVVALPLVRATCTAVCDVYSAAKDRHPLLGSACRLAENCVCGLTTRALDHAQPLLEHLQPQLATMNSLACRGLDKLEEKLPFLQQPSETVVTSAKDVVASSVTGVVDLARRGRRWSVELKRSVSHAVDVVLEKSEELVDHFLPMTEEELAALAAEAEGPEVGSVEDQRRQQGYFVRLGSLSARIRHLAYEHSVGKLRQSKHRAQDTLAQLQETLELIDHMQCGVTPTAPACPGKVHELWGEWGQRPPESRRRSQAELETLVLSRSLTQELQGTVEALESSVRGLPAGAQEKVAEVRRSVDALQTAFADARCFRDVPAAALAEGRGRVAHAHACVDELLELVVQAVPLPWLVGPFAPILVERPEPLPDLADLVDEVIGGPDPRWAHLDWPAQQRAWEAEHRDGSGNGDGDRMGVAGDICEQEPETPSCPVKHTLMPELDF
# Target sequence (Q8WTS1 whole entry, looked up): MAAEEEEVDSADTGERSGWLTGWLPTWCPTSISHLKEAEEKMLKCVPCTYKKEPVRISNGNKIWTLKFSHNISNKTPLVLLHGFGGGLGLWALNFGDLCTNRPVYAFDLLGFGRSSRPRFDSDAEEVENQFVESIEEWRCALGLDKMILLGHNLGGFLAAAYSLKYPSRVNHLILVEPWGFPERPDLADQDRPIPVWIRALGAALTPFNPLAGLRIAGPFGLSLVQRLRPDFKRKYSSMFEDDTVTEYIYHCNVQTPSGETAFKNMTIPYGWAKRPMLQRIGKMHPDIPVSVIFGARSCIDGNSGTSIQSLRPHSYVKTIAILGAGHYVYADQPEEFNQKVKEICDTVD
# CaV13 ICDI inh – Primary screen for inhibitors of IQ motif and Ca2+-dependent inactivation inhibitor domain binding in CACNA1D, Förster resonance energy transfer in living cells, … | HEK cells, CFP/YFP FRET ICDI-IQ, plate reader, 10 min; percent FRET-ratio fall versus neutral wells | inhibition, % at 12.3 µM | 340,000 compounds, 0.098% hits | AID 743397;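 active = mean replicate inhibition of at least 30% and at least 1% of replicates passing that level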;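 note: 0% = median of the neutral control wells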
# MC4R antag cAMP – human MC4R antagonism in cAMP assay | MC4R-expressing cells, MTII-stimulated cAMP, LANCE TR-FRET | inhibition, % at 6.5 µM | 360,000 compounds, 0.48% hits;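 active = inhibition above its plate's cutoff, the mean of tested wells on that plate plus 3 SD, cut at about 29% in these data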;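 note: 0% = Melanotan II alone and 100% = Melanotan II plus saturating MCL0020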
#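 System: U2OS-MC4R stable cell line; Technique: Eu-cAMP/anti-cAMP TR-FRET, emission 671 nm; Repeats: single well per compound; Also added: Melanotan II; Dosing: one concentration, 6.5 µM nominal; Schedule: 30-min compound, 1-h challenge, 1-h detection, room temperature.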
# H9c2 protect – protects H9c2 cardiomyocytes from peroxide injury | H2O2 injury protection, ATPLite, 2 h | protection from H2O2 cell death, % at 20 µM | 360,000 compounds, 0.63% hits | AID 588492;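 active = compounds giving at least 50% protection of heart cells from peroxide-induced death in the single-dose screen, raw or plate-pattern-corrected value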;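 note: 0% = DMSO wells with peroxide and 100% = DMSO wells without peroxide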
# m5-HT2A agonist – activates the mouse 5-HT2A serotonin receptor; P35363; CHO-K1 mHTR2A beta-arrestin complementation, luminescence; percent of 30 µM serotonin response; activation, % at 7.6 µM; 360,000 compounds, 0.66% hits; AID 624169;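 active = activation above a run cutoff, the mean activation of all tested compounds plus 3 SD, cut at about 14% in these data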;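 note: 0% = plate median of compound wells and 100% = 30 µM serotonin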
# * = called active by the depositor; / = not tested or not shown.
[1] CC(OC(=O)C1=Cc2ccccc2OC1)C(=O)NCc1ccco1 (centres undefined)
[2] O=c1oc2ccccc2cc1-c1csc(Cc2nc(-c3ccc(Br)cc3)cs2)n1
[3] C[C@H]1CN([C@@H](C)CO)C(=O)CCCn2cc(nn2)CO[C@@H]1CN(C)C(=O)Nc1ccccc1
[4] CCC(=O)Nc1ccc(NC(=O)c2cccc3ccccc23)cc1
[5] O=C(Cc1ccc(-c2ccccc2)cc1)NCCN1CCOCC1
[6] Cc1ccccc1-n1nc2c(c1NC(=O)/C=C\c1ccc3c(c1)OCO3)CSC2
[7] O=C(C1CCCN(S(=O)(=O)c2cccc3nsnc23)C1)N1CCN(c2ccccn2)CC1 (centres undefined)
[8] CCOC(=O)/C(C(=O)Nc1ccccc1Cl)=C1/NC(C)(C)Cc2ccccc21
assay / compound	1	2	3	4	5	6	7	8
Exocytosis inh	4	-2	-5	-3	-2	1	0	0
MC4R ag barr	0.4	-1.0	-0.1	-0.3	-2.4	-0.1	-1.5	-1.2
ABCB6 inh 2	92	96	101	87	87	104	92	94
N-glyco inh	-1	-3	1	0	-1	-3	0	3
PDI inh	-6	-11	-2	-10	5	-2	-12	3
ABHD5 PLIN5 PPI	2	0	-3	5	2	-2	5	-2
CaV13 ICDI inh	-8	-8	-7	-6	-4	-5	/	-9
MC4R antag cAMP	-1	-3	-3	4	5	5	5	5
H9c2 protect	0	-14	13	2	-10	-4	5	-1
m5-HT2A agonist	9	2	4	-2	-1	-2	-4	-3

[9] CCS(=O)(=O)N1CCCC(C(=O)NCCc2ccccc2)C1 (centres undefined)
[10] O=C(Cc1cc(=O)oc2cc(O)ccc12)NCC1CCC(C(=O)O)CC1 (centres undefined)
[11] COc1ccccc1S(=O)(=O)N(C)C[C@H]1Oc2cc(Br)ccc2S(=O)(=O)N([C@@H](C)CO)C[C@H]1C
[12] CCN(CC)c1ncccc1C(=O)NCc1cccs1
[13] CC1(C)CC(=O)C2=C(C1)Nc1cc(C(=O)c3ccccc3)ccc1NC2c1ccccn1 (centres undefined)
[14] CCOC(=O)c1ccc(NC(=O)CSc2nnc(C3CCCCC3)n2C)cc1
[15] O=C(COC(=O)Cc1cccs1)NCC(=O)Nc1ccc(F)cc1
[16] CCOc1ccc(NS(=O)(=O)c2cc(C(=O)N(CC)CC(=O)NCc3cccs3)ccc2C)cc1
assay / compound	9	10	11	12	13	14	15	16
Exocytosis inh	0	1	24	-3	3	-2	-3	5
MC4R ag barr	-0.8	-1.6	-0.5	-0.3	-2.8	-1.4	-1.0	0.8
ABCB6 inh 2	90	101	100	93	100	94	100	99
N-glyco inh	0	0	-2	0	-3	14	1	-3
PDI inh	20	7	2	-3	-29	7	-1	-8
ABHD5 PLIN5 PPI	0	0	4	1	-3	-5	5	-10
CaV13 ICDI inh	-6	-7	-6	/	-20	-4	-5	-1
MC4R antag cAMP	10	5	0	13	3	13	3	-3
H9c2 protect	4	2	16	0	-2	-1	5	-3
m5-HT2A agonist	2	-2	0	6	3	3	-1	2

[17] COc1c(OC)c2[nH]c(=O)cc3c4ccccc4n(c1=O)c23
[18] O=C(C[n+]1ccccc1)N/N=C/c1ccc(Br)cc1
[19] COc1ccc(-c2nc3c4ccccc4ccn3c2CC2CCCCC2)cc1OC
[20] O=C(Nc1ccccc1-c1ccccc1)c1cccc(C(F)(F)F)c1
[21] CCN(CC)c1ccc(/C=C(/C#N)c2nc3ccccc3[nH]2)c(OC(C)C)c1
[22] Cc1ccc(Cc2c(-c3ccc(C#N)cc3)nc3ccc(Cl)cn23)cc1
[23] CCOc1ccc(NC(=O)CNC(=O)c2cn(-c3ccccc3OC)c(=O)c3ccccc23)cc1
[24] COc1cccc(NC(=O)c2sc3ncn(CC(=O)N4CCN(c5ccccn5)CC4)c(=O)c3c2C)c1
assay / compound	17	18	19	20	21	22	23	24
Exocytosis inh	-3	-3	1	2	4	1	4	6
MC4R ag barr	1.3	-1.6	/	3.5	-2.1	/	-1.2	-1.1
ABCB6 inh 2	94	105	198	102	498	93	96	101
N-glyco inh	2	-2	-3	-2	3	-3	-1	-4
PDI inh	/	-5	/	6	-1	/	-1	2
ABHD5 PLIN5 PPI	0	-6	8	-5	1	9	-4	2
CaV13 ICDI inh	/	-3	-4	-2	/	-4	/	-2
MC4R antag cAMP	6	-7	/	5	6	/	-5	0
H9c2 protect	1	6	-2	1	-9	1	17	9
m5-HT2A agonist	2	-3	-1	-3	3	-2	1	-5

[25] COc1ccc(C2CC(c3ccco3)n3ncnc3N2)cc1 (centres undefined)
[26] CC(NC(=O)c1ccccc1Cl)C1CC2CCC1C2 (centres undefined)
[27] Cn1c(COc2ccccc2)nnc1SCC(=O)Nc1ccc2c(c1)OCO2
[28] COc1cc(C(O)c2nc(-c3ccc(C)c(C)c3)cs2)ccc1F (centres undefined)
[29] Cc1ccc(OCC(=O)NCc2cccnc2)cc1
[30] COc1ccc(N2CCN(c3ccc(NC(=O)C4CCCCC4)cc3C#N)CC2)cc1
[31] CCCCCN(C(=O)CCCSc1nncs1)c1c(N)n(CCCC)c(=O)[nH]c1=O
[32] COc1ccc(CN(C)C(=O)CCNS(=O)(=O)c2ccccc2)c(OC)c1
assay / compound	25	26	27	28	29	30	31	32
Exocytosis inh	-4	-4	7	7	-1	24	1	4
MC4R ag barr	2.3	-0.7	-0.2	5.8	2.5	2.1	-0.9	-2.0
ABCB6 inh 2	99	95	101	99	100	93	100	96
N-glyco inh	1	-1	0	-1	2	0	2	-1
PDI inh	/	-41	1	9	2	0	1	-3
ABHD5 PLIN5 PPI	2	-1	-1	-11	-2	0	0	17
CaV13 ICDI inh	-5	-3	/	-10	4	0	-2	-6
MC4R antag cAMP	-8	2	11	3	7	-10	9	11
H9c2 protect	-1	-4	6	-6	3	2	3	1
m5-HT2A agonist	3	5	-4	11	5	-2	6	3

[33] C[C@@H](CSc1ccccc1)CN1CC[C@H](O)CCC1=O
[34] O=C(Nc1ccc(O)c(-c2nc3ccccc3o2)c1)C1(c2ccccc2)CCCC1
[35] COC(=O)c1cc(Br)c(=O)n(Cc2ccncc2)c1
[36] Cn1cc(/C=C(\C(=O)O)C(C(=O)O)=C2CCCCC2)c2ccccc21
[37] Cc1nc2c(OCc3cccc(Cl)c3)cccn2c1N(C)Cc1cccs1
[38] O=C(Nc1ccc2c(c1)OCO2)C1(S(=O)(=O)c2ccc(Cl)cc2)CC1
[39] CC(C)(C)c1ccc(C(=O)Nc2nnc(SCC(=O)NCC3CCCO3)s2)cc1 (centres undefined)
[40] COCCN(C(=O)COC(=O)c1ccc(Cl)s1)c1c(N)n(Cc2ccccc2)c(=O)[nH]c1=O
assay / compound	33	34	35	36	37	38	39	40
Exocytosis inh	-6	-1	-4	0	22	-6	-2	17
MC4R ag barr	-0.5	2.2	-1.6	0.5	2.2	-0.5	-1.0	-2.1
ABCB6 inh 2	94	91	115	101	93	99	97	87
N-glyco inh	1	-2	2	1	-5	1	-12	1
PDI inh	-1	-7	8	14	-5	3	0	-10
ABHD5 PLIN5 PPI	-9	-1	9	2	11	-4	-5	2
CaV13 ICDI inh	17	-7	/	-5	-5	-6	-6	-5
MC4R antag cAMP	0	-2	12	-1	1	13	3	9
H9c2 protect	-4	8	7	-10	-8	-3	-14	-1
m5-HT2A agonist	5	6	1	2	-12	1	-5	-4

[41] COCCNC(=O)c1cc(-c2ccc(-c3ccccc3)cc2)nc2ccccc12
[42] CCCCC1=CC2=CC(=O)C(C)(OC(=O)CC)C(=O)C2=CN1CCc1c[nH]c2ccccc12 (centres undefined)
[43] Cn1ncc2nnn(-c3ccccc3)c(=O)c21
[44] C/C(=N\NC1=NCCN1)c1ccc(N)c([N+](=O)[O-])c1
[45] CN(C)S(=O)(=O)N1CCCC(C(=O)c2ccc(C(F)(F)F)cc2)C1 (centres undefined)
[46] Clc1nc(CN2CCCCC2)nc2sc3c(c12)CCC3
[47] O=C(Nc1nccs1)C1CCN(S(=O)(=O)c2cccnc2)CC1
[48] CCOc1ccc(-n2c(=O)[nH]cc(C(=O)N3CCCc4ccccc43)c2=O)cc1
assay / compound	41	42	43	44	45	46	47	48
Exocytosis inh	-1	-17	0	4	0	0	2	0
MC4R ag barr	0.4	0.2	-2.5	-3.7	0.2	-2.6	1.9	-0.1
ABCB6 inh 2	98	103	98	97	100	100	101	98
N-glyco inh	-15	0	-2	2	-4	-3	1	2
PDI inh	2	-4	7	-3	-6	-6	-6	5
ABHD5 PLIN5 PPI	3	-15	-4	1	5	0	1	0
CaV13 ICDI inh	-2	-5	-2	-5	-6	2	-6	-5
MC4R antag cAMP	-4	-3	2	-11	-7	2	11	-2
H9c2 protect	-10	0	5	20	1	-7	1	-1
m5-HT2A agonist	-12	0	3	-1	4	-5	1	-2

[49] CSc1nc(-c2ccc(Cl)cc2)nn1C(=O)c1ccco1
[50] CCc1nc(-c2ccccc2O)n(-c2ccccc2)n1
[51] Cc1nnc(N/N=C/C(C)c2ccccc2)[nH]c1=O (centres undefined)
[52] CN(CC(=O)N(C)CC(=O)Nc1c(Cl)cccc1Cl)Cc1ccccc1F
[53] CC(=O)Nc1sc2c(c1C(c1cccc(F)c1)N1CCN(CCO)CC1)CCCC2 (centres undefined)
[54] O=C(CCl)Nc1c[nH]c(=O)[nH]c1=O
[55] Cc1ccc(S(=O)(=O)N2CCN(S(=O)(=O)N3CCC(C)CC3)CC2)c(C)c1
[56] Cc1csc(CN(C)C(=O)CC2C(=O)NCCN2Cc2ccc(Cl)c(F)c2)n1 (centres undefined)
[57] CCCCc1nc(SCC(=O)Nc2cccc(Cl)c2)n[nH]1
assay / compound	49	50	51	52	53	54	55	56	57
Exocytosis inh	-1	0	0	3	0	-2	-3	-1	-2
MC4R ag barr	-0.5	-2.0	-0.6	-1.3	0.6	-1.3	2.7	-1.9	-2.8
ABCB6 inh 2	97	98	105	96	99	95	98	103	100
N-glyco inh	3	2	1	1	-3	3	-2	1	-1
PDI inh	3	-10	2	-8	/	1	0	3	0
ABHD5 PLIN5 PPI	1	-1	-1	-2	5	-1	1	3	0
CaV13 ICDI inh	/	/	-4	-7	-2	-1	-3	-9	-6
MC4R antag cAMP	4	5	10	14	-4	1	20	4	-1
H9c2 protect	30	2	1	4	6	-1	-7	-1	-8
m5-HT2A agonist	4	4	-7	-2	-4	0	8	6	-10

# From no. 51 as far as 54, as listed above:
[51] Cc1nnc(N/N=C/C(C)c2ccccc2)[nH]c1=O (centres undefined)
[52] CN(CC(=O)N(C)CC(=O)Nc1c(Cl)cccc1Cl)Cc1ccccc1F
[53] CC(=O)Nc1sc2c(c1C(c1cccc(F)c1)N1CCN(CCO)CC1)CCCC2 (centres undefined)
[54] O=C(CCl)Nc1c[nH]c(=O)[nH]c1=O
assay / compound	51	52	53	54
Exocytosis inh	0	3	0	-2
MC4R ag barr	-0.6	-1.3	0.6	-1.3
ABCB6 inh 2	105	96	99	95
N-glyco inh	1	1	-3	3
PDI inh	2	-8	/	1
ABHD5 PLIN5 PPI	-1	-2	5	-1
CaV13 ICDI inh	-4	-7	-2	-1
MC4R antag cAMP	10	14	-4	1
H9c2 protect	1	4	6	-1
m5-HT2A agonist	-7	-2	-4	0
